# GLP-1R agonist = activates the human GLP-1 receptor; HEK293 GLP-1R CRE-luciferase, luminescence, 4-6 h; cells express a hypersensitive GLP-1R form; Potency, µM (highest dose often 45.6 µM), inactives show top-dose activation, actives largely listed as activators; 380,000 tested, 0.007% active; AID 624172; note: potency is the fitted concentration of half-maximal effect; % of control where 0% means no effect
# Target sequence (P43220 whole entry, looked up): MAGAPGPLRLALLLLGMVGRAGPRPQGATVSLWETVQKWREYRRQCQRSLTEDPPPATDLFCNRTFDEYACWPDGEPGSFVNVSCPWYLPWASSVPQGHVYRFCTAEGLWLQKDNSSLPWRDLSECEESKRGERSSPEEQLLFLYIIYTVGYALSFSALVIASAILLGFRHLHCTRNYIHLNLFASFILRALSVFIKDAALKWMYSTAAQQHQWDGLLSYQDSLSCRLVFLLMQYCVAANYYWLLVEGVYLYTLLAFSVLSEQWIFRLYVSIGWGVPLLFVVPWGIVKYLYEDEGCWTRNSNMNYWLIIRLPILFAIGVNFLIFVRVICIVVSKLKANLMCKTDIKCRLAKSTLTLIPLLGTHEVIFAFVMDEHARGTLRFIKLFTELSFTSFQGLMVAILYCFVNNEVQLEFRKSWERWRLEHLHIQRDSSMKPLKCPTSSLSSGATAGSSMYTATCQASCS
# PTHR1 agonist = activates the human parathyroid hormone receptor PTHR1 | Q03431 | Potency, µM (highest dose often 115 µM), for inactives: at the top dose activation, actives largely listed as activators | HEK293 GP2 PTHR1 cells, GloSensor cAMP luminescence, 1 h | 410,000 tested, 0.075% active; note: potency is the fitted concentration of half-maximal effect; nearly all actives have a fitted effect of over 55% in size; some results filed as inactive show a strong effect at the top dose; inactives centre near -15; many of its hits are not listed in these tables
#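 HEK-293-derived GP2 cells expressing PTHR1 and a GloSensor cAMP reporter, 3,000/well, plated overnight, given luciferin plus IBMX (each 0.5 mM as added) for 1 h at 37 °C, then compound for 1 h at 37 °C. Luminescence was read after 15 min at room temperature.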
# GLP1R inv ag = acts as inverse agonist at human GLP-1 receptor; HEK293 GLP-1R CRE-luciferase, luminescence, 24 h; GLP-1R form is constitutively active; Potency, µM (series often up to 38.3 µM), inactives show at the highest dose activity change, negative = inhibition, usual class: inhibitors; AID 624417; 410,000 tested, 1.6% active; P43220; note: potency is the fitted concentration of half-maximal effect; % is set by controls: 0 for no effect and ±100 for the full control effect; nearly all actives have a fitted effect of over 55% in size
#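 Cells are plated, allowed 12 hours at 37 deg C, then treated with compounds for 24 hr before luciferase detection reagent is added and luminescence is read after 12 min at room temperature. The HEK293 line carries constitutively active GLP-1R with a cAMP-responsive reporter.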
# KB-V1 cytotox = kills drug-selected multidrug resistant KB-V1 cells; KB-V1 MDR cells viability, CellTiter-Glo, 72 h; Potency, µM (doses to about 46.1 µM), for inactives: at the top dose activity change, negative = cytotoxicity, most hits filed as cytotoxic; 400,000 tested, 3.4% active; AID 1347076; note: potency is the fitted concentration of half-maximal effect; % is set by controls: 0 for no effect and ±100 for the full control effect; nearly all actives have a fitted effect of over 60% in size
#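 Drug-selected KB-V1 cells, grown in DMEM lacking phenol red with 10% FBS, receive compound titrations; after three days at 37 degrees C, surviving cell ATP is quantified by CellTiter-Glo luminescence and responses normalized and curve-fitted.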
# D3 antag = antagonists of human D3 dopamine receptor; P35462; D3R cells, DiscoveRx beta-arrestin luminescence, antagonist mode; hits give low values; max response, negative = inhibition, %; 360,000 tested, 2.5% active; AID 652054; in the data active = max response below about -50%; inconclusive = no clear call, values can overlap the other calls; note: % is set by controls: 0 for no effect and ±100 for the full control effect; mostly tested at two doses, the higher about 12 µM
# Target sequence (P35462 whole entry, looked up): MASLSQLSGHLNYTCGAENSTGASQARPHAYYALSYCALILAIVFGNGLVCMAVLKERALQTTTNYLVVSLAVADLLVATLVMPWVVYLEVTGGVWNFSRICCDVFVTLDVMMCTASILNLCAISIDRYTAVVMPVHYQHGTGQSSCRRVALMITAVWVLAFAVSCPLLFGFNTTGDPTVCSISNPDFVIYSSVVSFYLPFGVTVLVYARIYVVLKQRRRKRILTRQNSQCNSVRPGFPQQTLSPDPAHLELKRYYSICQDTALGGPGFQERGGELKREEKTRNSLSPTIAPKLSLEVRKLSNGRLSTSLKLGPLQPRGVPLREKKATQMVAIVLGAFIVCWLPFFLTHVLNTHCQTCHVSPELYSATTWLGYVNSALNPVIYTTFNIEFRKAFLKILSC
#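 Cells plated overnight at 1500 cells/well, then exposed to library compounds with dopamine controls for 90 minutes at 37 degrees C. DiscoveRx reagent added for 30–60 minutes at room temperature; luminescence read, quantitative HTS format.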
# aSyn rescue = inhibitors of alpha-synuclein toxicity in yeast; Yeast expressing alpha-synuclein, growth rescue, BacTiter-Glo, 24 h; Potency, µM (top dose mostly 46.1 µM), for the others: top-dose growth rescue (activation), hits mostly activators; 370,000 tested, 0.14% active; note: potency is the fitted concentration of half-maximal effect; % of control where 0% means no effect; nearly all actives have a fitted effect of over 65% in size
#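 Rescue of yeast growth: cells expressing toxic alpha-synuclein, induced in galactose at OD600 0.02, incubated with compound 24 h at 30 C. ATP luminescence quantified growth; inhibitors of toxicity appear as activators.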
# D3 ag = activates the human D3 dopamine receptor; 410,000 tested, 0.58% active; max activation, %; P35462; D3R DiscoveRx beta-arrestin cells, luminescence, 90 min; in the data active = max activation above about 30%; note: 0% is about no effect; mostly tested at two doses, the higher about 12 µM
#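 Agonist mode: compounds and dopamine controls were applied to plated cells for 90 min at 37 degrees C after an overnight attachment at 1500 cells/well. Luminescent read-out followed 30 - 60 minutes at room temperature with DiscoveRx detection reagent.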
# GLP1R cytotox = cytotoxic in the GLP-1 receptor inverse agonist counter-screen. Potency, µM (doses to about 38.3 µM), inactives show at the highest dose activity change, negative = inhibition, actives largely listed as inhibitors. AID 624418. 410,000 tested, 0.13% active. HEK293 cAMP-luciferase reporter cells, luminescence, 24 h;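 note: loss of luciferase light is scored as toxicity; potency is the fitted concentration of half-maximal effect; % is set by controls: 0 for no effect and ±100 for the full control effect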
#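 To flag toxic compounds, the library was rerun on cells for 24 hr at 37 deg C and 5% CO2. Viability-linked luminescence was captured 12 min after adding luciferase detection reagent.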
# TDP43 rescue = inhibitors of TDP-43 toxicity in yeast. Potency, µM (top dose mostly 46.1 µM), for the others: at the highest dose growth rescue (activation), most hits filed as activators. 410,000 tested, 1.8% active. TDP-43 expressing yeast growth rescue, BacTiter-Glo, 24 h. AID 652104; note: potency is the fitted concentration of half-maximal effect; % of control where 0% means no effect; nearly all actives have a fitted effect of over 50% in size
#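 Yeast expressing TDP-43 (pregrown in raffinose, seeded at OD600=0.02 in galactose medium) exposed to compounds 24 hr at 30 deg C. Growth read by BacTiter-Glo luminescence; rescue of toxicity appears as increased signal.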
# The depositor's hits bear a star; i = inactive; ? = inconclusive; nt = no result given; & = joins results of further samples; [ ] = remark or other dose. Unless noted, calls come from the whole dose curve; as a rule, active = well fitted curve in the direction sought with a large enough effect; inconclusive = small, poorly fitted or top-dose-only effect, or another doubt; inactive = no such curve, though single readings can be large; an effect the other way counts as inactive or inconclusive. This is a subset; count on the stated rates, not on these rows.
no.	smiles	GLP-1R agonist	PTHR1 agonist	GLP1R inv ag	KB-V1 cytotox	D3 antag	aSyn rescue	D3 ag	GLP1R cytotox	TDP43 rescue
1	CCc1ccc(OCC2c3cc(OC)c(OC)cc3CCN2C(=O)COc2ccccc2)cc1 (stereo not drawn)	15%	-10%	?	2%	nt	nt	-16	-7%	nt
2	CC/C(Cc1ccccc1)=N\NC(=O)c1cc([N+](=O)[O-])cc([N+](=O)[O-])c1	0%	i	10%	-1%	2	0%	-2	-4%	29%
3	Cc1ccc(/C(N)=N/OC(=O)Oc2ccccc2)cc1	-8%	i	7%	?	-22	-7%	-2	-1%	-5%
4	COc1cccc(/C(=N/O)C2CC2c2ccc(Cl)cc2)c1 (stereo not drawn)	8%	-22%	?	-26%	-4	10%	0	-1%	16µM*
5	O=C(NCC(=O)N(c1ccc(F)cc1)C(C(=O)NC1CCCCC1)c1cccnc1)c1ccco1 (stereo not drawn)	4%	-23%	9%	-8%	1	-1%	6	-17%	8%
6	COc1cc2nc(C3CCC3)n(NC(=O)C3CCC3)c(=O)c2cc1OC	-8%	-2%[57.5 µM]	8%	-6%	25	3%	4	-15%	-2%
7	Cc1ccc(N2CCN(c3nc4ccccc4c4nnc(C)n34)CC2)c(C)c1	nt	28%	4%	?	nt	nt	6	12%	8%
8	Cc1sc2c(c1C)c(=O)nc1scc(CC(=O)O)n12	-14%	-21%[57.5 µM]	6%	-2%	12	-3%	9	0%	7%
9	O=C1[C@H](Cc2ccccc2)NCCCC[C@@H](c2ccco2)N1Cc1ccccc1	-3%	-1%	?	?	0	-1%	-14	10%	-3%
10	COc1ccccc1NC(=O)CCn1nc(-c2ccccc2)c2ccccc2c1=O	nt	-17%	?	nt	nt	nt	1	-14%	10%
11	COc1ccc(NC(=O)CSc2nc3cccnc3n2C)cc1	13%	-18%	34%[activator]	-18%	6	4%	-11	7%	-1%
12	OC(CNCc1ccccc1)(c1ccc(F)cc1)c1ccc(F)cc1	-2%	-20%	0%	0%	-2	nt	-1	-12%	2%
13	CCOC(=O)C1CCN(C(=O)Cn2ncc3c([nH]c4ccccc43)c2=O)CC1	-2%	-10%&-1%	5%&16%	?	-10	-5%	-6&14	-1%&-6%	-12%&6%
14	CC(C)n1c(O)c(N=NC(=O)CNC(=O)CCc2ccccc2)c2ccccc21	17%	-14%	-5%	12%	-1	5%	-11	-9%	10%
15	Cc1cccc(-n2ncc3c(NC4CCCCC4)ncnc32)c1	6%	-44%[inhibitor]	?	-5%	7	-16%	5	-8%	54%
16	Cc1cccc(-n2ccnc2SCC(=O)Nc2ccc3c(c2)OCO3)c1	16%	-8%	-12%	0%	nt	10%	-7	-15%	20µM*
17	C[C@H](NC(=O)c1nc[nH]c1C(=O)N1CCc2ccccc2C1)c1ccccc1	10%	i	2%	20%	1	0%	1	-19%	2%
18	Cc1ccc(-c2cn3cccc(C)c3n2)cc1	0%	-38%[inhibitor]	?	-28%	-18	-6%	0	7%	-10%
19	CCn1cc(C(=O)OCC(=O)Nc2cccc(Cl)c2Cl)c(=O)c2ccc(C)nc21	10%	i	1%	4%	-1	2%	4	-8%	22%
20	CC(=O)c1c(C)[nH]c(C(=O)N2CCN(S(=O)(=O)c3ccc(C)cc3C)CC2)c1C	-4%	-37%[inhibitor]	4%	-3%	3	7%	1	-4%	4%
21	CCCC(c1nnnn1CCOC)N1CCN(C(=O)c2ccco2)CC1 (stereo not drawn)	-2%	?	0%	-5%	29	1%	2	-17%	0%
22	CS(=O)(=O)Nc1ccccc1C(=O)NCCSCc1ccccc1	3%	-18%	1%[7.66 µM]	-4%	-12	-4%	-9	-3%[7.66 µM]	8%[9.22 µM]
23	Cn1nnc(C(O)CN2CCOCC2)n1 (stereo not drawn)	-1%	i	-5%	15%	4	3%	-1	4%	3%
24	Cc1cccc(C)c1C(O)c1ncc(-c2ccc(F)cc2)[nH]1 (stereo not drawn)	8%	-22%	2%	-1%	11	-1%	10	-5%	12%
25	C=CCC1[C@H](C)[C@H]2[C@@H]3CC[C@@H](C3)[C@H]2CN1S(=O)(=O)c1ccc(C)cc1 (stereo partly drawn)	-1%	-55%[inhibitor]	?	-7%	-16	-9%	-47	24%	-10%
26	C=CCNC(=O)c1cnc2n(c1=O)CCS2	6%	i	4%	-1%	0	-2%	-1	2%	6%
27	COc1ccc(O)c(/C=N/NC(=O)CCC(=O)Nc2ccc(C)cc2)c1	-2%	-1%	?	-2%	-1	-3%	1	11%	2%
28	CCN1C(=O)C2C(C1=O)N1C(c3cccs3)C3C(=O)N(CC)C(=O)C3N1C2c1cccs1 (stereo not drawn)	-3%	-5%[57.5 µM]	0%	4%	0	2%	1	-7%	0%
29	O=C(O)CCc1nnc(SCC(=O)Nc2ccc(Br)cc2)[nH]c1=O	5%	i	-28%	2%	14	0%	12	-4%	-15%
30	COc1cccc(C(=O)COc2ccc3ccc(=O)oc3c2)c1	-6%	-23%	7%	-8%	20	3%	8	5%	15%
31	Cc1ccc(NC(=O)Cc2noc3ccccc23)c(C)c1	7%	i	4%	4%	47	-8%	6	-4%	7%
32	CC(C)OP(=O)(OC(C)C)/C(C=O)=N\Nc1ccc([N+](=O)[O-])cc1	-2%	-31%[inhibitor]	?	-13%	-11	-51%[inhibitor]	-5	-2%	21%
33	Cc1ccc(NC(=O)CCCc2nnc3n(C)c(=O)c4sccc4n23)cc1F	nt	11%	12%	2%	nt	nt	10	-6%	-17%
34	O=C(/C=C/c1ccco1)NC(=S)NNC(=O)c1ccco1	-4%	i	4%	-15%	-84*	11µM*	15	?	?
35	Cc1cc(C)n2c(Nc3c(C)cccc3C)c(CC(C)C)nc2n1	3%	-51%[inhibitor]	-20%	-9%	-18	-5%	7	1%	22%
36	CCC(C)NS(=O)(=O)c1ccc(F)c(C(=O)Nc2c(F)cc(F)cc2Br)c1 (stereo not drawn)	2%	i	?	-3%	2	2%	-5	2%	22%
37	COc1cc2c(cc1OC)-c1n[nH]c(=S)n1C(C)(C)C2	23%	-25%	?	-2%	0	2%	0	?	14%
38	CN(C)c1nc(SCCOC(=O)c2ccccc2)nc(N(C)C)n1	8%	-1%[57.5 µM]	0%	?	26	3%	19	-5%	11%
39	O=C(CC1(O)C(=O)Nc2ccccc21)c1cccc(Br)c1 (stereo not drawn)	-5%	i	33%	?	-28	17%	-6	17%	-16%
40	CC(=O)N1CCN(c2ccc(NCc3cccs3)cc2)CC1	9%	-1%[57.5 µM]	46%[activator]	5%	1	-1%	6	-9%	3%
41	Cc1nn(-c2ccccc2)c2c1C(c1ccncc1)C(C#N)=C(N)O2 (stereo not drawn)	-1%	-4%	-2%	6%	38	-12%	-14	-24%	-7%
42	CC(=O)N1CCOc2ccc(S(=O)(=O)N3CCN(c4cccc(C(F)(F)F)c4)CC3)cc21	10%	-3%	?	-1%	4	14%	-9	-8%	-3%
43	O=C(CCN1C(=O)/C(=C/c2ccccc2F)SC1=S)N[C@@H](CO)Cc1ccccc1	-3%	-1%	?	-10%	3	4%	-6	?	8%
44	Cc1cc(=O)n2nc(N3CCC(C(=O)Nc4ccc(C(C)C)cc4)CC3)sc2n1	nt	-23%	-23%	20%	nt	nt	4	-3%	22%
45	COCCC1CCCCN1C(=O)c1ccc(OC)c(OC2CCN(C(C)=O)CC2)c1 (stereo not drawn)	-3%	-15%	15%	2%	15	7%	5	-9%	19%
46	Cn1nc(-c2ccccc2)cc1NS(=O)(=O)c1ccccc1	-6%	i	-8%	26%	-11	3%	-7	0%	-6%
47	Cc1nn(-c2ccccc2)c(NC(=O)C(C)C)c(-c2ccccc2)c1=O	4%	i	2%	16%	3	0%	6	-1%	9%
48	CC1(C)Oc2ccc3ccc(=O)oc3c2/C(=N/O)C1=O	-5%	i	-1%	-6%	15	0%	3	0%	8%
49	CCOc1ccccc1CN1CCNC(=O)C1CC(=O)NCCN1CCOC1=O (stereo not drawn)	-2%	-23%	-10%	25%	6	0%	4	2%	6%
50	COc1ccc(CCNC(=O)C(C)Sc2ccc(C)cc2)cc1OC (stereo not drawn)	7%	-1%	8%	?	18	0%	7	2%	25%
51	COC(=O)NNC(=O)/C=C/c1ccccc1	12%	i	17%	15%	19	-7%	2	-1%	-13%
52	CCN1CCN(c2cc3c(nn2)Oc2ccccc2N3C)CC1	4%	i	1%	-17%	-14	-10%	-9	-21%	1%
53	CSc1nc(NCc2ccco2)c2sc3nc(C(C)C)c4c(c3c2n1)CC(C)(C)OC4	7%	?	32%[activator]	-1%	3	-13%	-1	4%	9%
54	COc1ccc(C(=O)C[C@@H]2OC3CCCCC3N2S(=O)(=O)c2ccc(C)cc2)cc1OC (stereo partly drawn)	nt	i	13%	?	-21	-7%	-7	-5%	-5%
55	COc1cc(C)nc(OCCNS(=O)(=O)c2cc(C)ccc2C)n1	-12%	i	-7%	-5%	13	-9%	-3	-6%	8%
56	O=C1CSC(=S)N1c1cccc(Br)c1	-1%	i	?	27%	5	1%	-8	-25%	14µM*
57	COc1ccc(C(=O)/C=C2\NCC3c4ccccc4CCN3C2=O)cc1 (stereo not drawn)	-19%	i	4%	-23%	-6	8%	-1	16%	7%
58	COC(=O)N[C@H](CC(C)=O)c1cccc(C(F)(F)F)c1	-4%	i	18%	0%	0	0%	15	-27%	12%

# Bioassay records deposited in PubChem BioAssay by National Center for Advancing Translational Sciences (NCATS).
